A3G deaminase – blocks human APOBEC3G single-stranded DNA deamination; Q9HC16; recombinant A3G, ssDNA deamination FAM/TAMRA fluorescence; inhibition, % at 20 µM; hit rate 0.28% among 330,000; AID 493012;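 active = inhibition of at least 40% at 20 µM, with no more than 30% in the related APOBEC3A deaminase screen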;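 also: plate controls were DMSO wells with A3G for no effect and wells lacking A3G enzyme for full effect; some compounds called inactive have numbers as strong as hits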
Target sequence (Q9HC16 whole entry, looked up): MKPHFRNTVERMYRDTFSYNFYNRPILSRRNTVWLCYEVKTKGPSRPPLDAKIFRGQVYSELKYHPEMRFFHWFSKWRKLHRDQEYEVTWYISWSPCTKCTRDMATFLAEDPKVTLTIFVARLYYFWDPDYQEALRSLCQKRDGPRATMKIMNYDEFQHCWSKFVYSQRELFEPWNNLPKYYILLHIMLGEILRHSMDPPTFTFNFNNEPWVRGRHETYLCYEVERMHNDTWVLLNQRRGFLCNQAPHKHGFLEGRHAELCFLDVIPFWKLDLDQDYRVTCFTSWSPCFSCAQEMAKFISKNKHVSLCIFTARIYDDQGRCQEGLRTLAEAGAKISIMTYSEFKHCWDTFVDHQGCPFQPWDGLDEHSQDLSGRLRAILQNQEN
MPTP inh – inhibitors of mitochondrial permeability transition pore; AID 602449; inhibition, % at 10 µM; isolated mouse mitochondria, Ca2+ swelling absorbance, 30 min; hit rate 1.4% among 360,000;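 active = inhibition of 50% or more, scaled per plate between neutral and stimulator controls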;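 also: 0% = DMSO wells given calcium and 100% = 1 mM EGTA wells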
beta cell repl – MIN6 beta-cell proliferation induction | MIN6 cells proliferation, ATPlite luminescence, 48 h; cells starved in 0.2% serum; 100% = growth in 10% serum | proliferation, % at 10 µM | hit rate 0.29% among 330,000;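 active = compounds whose signal lies at least 3.5 SD above the mean of all wells on their plate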;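 also: 0% = DMSO-treated cells in low-serum medium and 100% = 10% serum control; some compounds called inactive have numbers as strong as hits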
ATG4B inh – blocks human ATG4B protease cleavage of LC3 substrate; hit rate 0.51% among 340,000; inhibition, % at 8.33 µM; Q9Y4P1; ATG4B cleavage of LC3-PLA2, NBD-HPC fluorescence, 1 h; AID 504462; in the data active = inhibition above about 40%
hIAP activ – human IAP activation; hit rate 0.16% among 330,000; activation factor at 10 µM; purified human IAP, CDP-Star luminescence, 30 min; stronger effect = higher value; 1 = vehicle-only enzyme, 0 = enzyme-free background;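 active = activation factor of the enzyme at least 2-fold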; also: the source names both 10 and 20 µM as test concentration; values of inactives mirror those of a sister screen read the other way
Target sequence (P09923 whole entry, looked up): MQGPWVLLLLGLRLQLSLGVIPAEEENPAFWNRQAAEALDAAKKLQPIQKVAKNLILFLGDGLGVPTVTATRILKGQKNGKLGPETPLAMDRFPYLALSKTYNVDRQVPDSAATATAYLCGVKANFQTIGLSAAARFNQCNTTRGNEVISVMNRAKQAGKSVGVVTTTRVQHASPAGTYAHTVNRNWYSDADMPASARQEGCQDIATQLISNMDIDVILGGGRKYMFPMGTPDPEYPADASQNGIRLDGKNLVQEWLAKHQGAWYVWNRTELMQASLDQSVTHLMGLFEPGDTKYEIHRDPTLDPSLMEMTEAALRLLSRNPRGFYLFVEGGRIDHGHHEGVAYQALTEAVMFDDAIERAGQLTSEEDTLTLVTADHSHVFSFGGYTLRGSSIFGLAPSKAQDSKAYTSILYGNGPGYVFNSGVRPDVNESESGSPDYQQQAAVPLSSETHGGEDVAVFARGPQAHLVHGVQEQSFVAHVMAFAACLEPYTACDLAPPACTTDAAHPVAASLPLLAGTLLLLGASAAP
mIAP act – increases mouse intestinal alkaline phosphatase activity. muIAP, CDP-Star luminescence, 30 min; stronger effect = higher value; 1 = vehicle-only enzyme signal, 0 = enzyme-free wells. activation factor at 10 µM. hit rate 0.24% among 330,000;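 active = activation factor of at least 2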; also: the source names both 10 and 20 µM as test concentration; values of inactives mirror those of a sister screen read the other way
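Assay system: mouse IAP enzyme / Compound: DMSO-dissolved test compounds / Timing: 30 min, room temperature / Measured by: luminescence from enzymatic CDP-Star hydrolysis / Control set: DMSO-only wells, enzyme-free buffer wells as negative control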
A3A deaminase – human APOBEC3A DNA deaminase inhibition. inhibition, % at 20 µM. recombinant A3A, FAM/TAMRA ssDNA deamination fluorescence. hit rate 0.41% among 330,000. P31941. AID 493011;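 active = at least 40% inhibition at 20 µM here, with at most 30% in a related deaminase screen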;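 also: plate controls were A3A with DMSO for no effect and wells lacking A3A enzyme for full effect; some results filed as inactive read as strong as hits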
Target sequence (P31941 whole entry, looked up): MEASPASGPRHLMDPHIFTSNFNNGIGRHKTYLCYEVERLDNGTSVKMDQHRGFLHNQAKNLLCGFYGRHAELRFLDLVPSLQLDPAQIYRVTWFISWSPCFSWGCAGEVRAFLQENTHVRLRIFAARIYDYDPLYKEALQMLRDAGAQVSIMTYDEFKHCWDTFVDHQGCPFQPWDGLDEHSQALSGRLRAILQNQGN
hIAP block – human IAP inhibition; purified IAP, CDP-Star luminescence, 30 min; AID 2544; hit rate 0.12% among 330,000; inhibition, % at 10 µM;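 active = inhibition reaching a set limit with compound at 10 µM in the primary screen, cut at about 35% in these data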;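 also: plate controls were DMSO wells with enzyme for no effect and no-enzyme buffer wells for full effect; values of inactives mirror those of a sister screen read the other way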
mIAP inh – mouse IAP inhibition | hit rate 0.2% among 330,000 | inhibition, % at 10 µM | purified mouse IAP, CDP-Star luminescence, 30 min;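 active = inhibition of at least 40% at 10 µM in the primary screen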;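 also: plate controls were DMSO with enzyme for no effect and no enzyme wells for full effect; values of inactives mirror those of a sister screen read the other way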
The depositor's hits bear a star. Compounds as they come; any-hit rate near 3.3%.

Each structure is followed by: beta cell repl, mIAP inh, hIAP block, hIAP activ, mIAP act, A3G deaminase, A3A deaminase, MPTP inh, ATG4B inh
COCCn1nnnc1C(c1ccccc1)N1CCN(c2ccccc2)CC1 (stereo not given)
 : 0, 2, -3, 1, 0.98, -4, -4, -0.2, -6
Cc1nn(CC(=O)NCCCN2CCCC2)c(=O)c2nn(-c3ccccc3)c(C)c12
 : -4, -5, -12, 1.1, 1.1, -4, -2, -0.5, 2
Cc1ccc(N=Cc2cc(Cl)cc(Cl)c2O)nc1
 : -1, -3, -9, 1.1, 1, -4, 0, -1.0, 14
OCC[C@H]1C[C@H](O)[C@@H](O)[C@@]2(CCc3ccccc3CO2)O1
 : -1, -3, -20, 1.2, 1, -17, -3, -0.7, 0
Cc1cc(Cl)ccc1OCC(=O)NNC(=O)c1ccco1
 : -2, 9, -85, 1.9, 0.91, -12, -3, 0.2, 0
COc1ccc(CN(C(=O)c2snc(C(N)=O)c2N)C(CC(C)C)C(=O)NC2CCCCC2)cc1 (stereo not given)
 : 1, 14, 10, 0.9, 0.86, -8, -1, 1.8, 6
O=c1cc(N2CCCC2)c(-c2ccccc2)n[nH]1
 : 2, 4, 14, 0.86, 0.96, -3, -3, 0.6, -7
CNc1ccc(Br)cc1C(O)c1ccccc1 (stereo not given)
 : 0, 7, 1, 0.99, 0.93, -6, -3, -0.7, 12
O=C(Nc1ccc(N2CCOCC2)cc1)NC1CCCCC1
 : -2, -5, -5, 1.1, 1.1, -8, -8, 0.9, 1
COc1ccccc1COC(=O)c1ccc(S(=O)(=O)N2CCOCC2)cc1
 : -2, 13, -17, 1.2, 0.87, 0, 1, -2.3, -16
COc1cc(/C=C2/C(=N)N3C(=NC2=O)SN=C3S(=O)(=O)C(C)C)ccc1OC(=O)c1ccco1
 : 6, 9, 23, 0.77, 0.91, 0, -1, 0.2, 1
Cn1c(SCC(=O)N2CCN(c3ccccc3)CC2)nnc1-c1cc2ccccc2o1
 : -3, -2, 9, 0.91, 1, -7, -2, -1.4, -7
O=C(Cc1ccc(-n2c(=O)[nH]c3ccccc3c2=O)cc1)N1CCN(c2ccccc2)CC1
 : -1, 4, 12, 0.88, 0.96, -7, -4, 2.4, -13
CCN1CCN(CCCNC(=O)c2ccc3c(c2)N(Cc2ccccc2)CCS3)CC1
 : -1, -2, 2, 0.98, 1, -2, -2, -0.6, -2
CN(C(=O)c1cccnc1)c1nnc(-c2cccnc2)s1
 : -1, 1, 11, 0.89, 0.99, -3, -5, -1.0, 2
O=C(Nc1ccc2c(c1)CCC2)c1cc(S(=O)(=O)Nc2ccc(F)cc2)c(Cl)cc1Cl
 : -4, -1, 11, 0.89, 1, -8, -3, 25, -1
COc1ccc(CN2C(=O)c3ccccc3C2C(=O)NC2CCC(C)CC2)c(OC)c1 (stereo not given)
 : 4, -31, -12, 1.1, 1.3, -3, 1, 0.1, -7
Cc1ccsc1-c1nc(CN(C)C(C2CC2)C2CC2)c(C)o1
 : 1, -1, 4, 0.96, 1, -4, 0, -1.2, 12
COc1cc(-c2nnc(Cn3cc(C(F)(F)F)ccc3=O)o2)cc(OC)c1OC
 : -4, 4, 28, 0.72, 0.96, -4, 0, 2.4, -12
O=c1[nH]ncc(N2CCN(Cc3ccccc3)CC2)c1Cl
 : -1, -5, 0, 1, 1, -1, 1, -0.4, -3

Some of these compounds in order of their number in hIAP block, lowest first.
smiles | hIAP block
OCC[C@H]1C[C@H](O)[C@@H](O)[C@@]2(CCc3ccccc3CO2)O1 | -20
COc1ccccc1COC(=O)c1ccc(S(=O)(=O)N2CCOCC2)cc1 | -17
COCCn1nnnc1C(c1ccccc1)N1CCN(c2ccccc2)CC1 (stereo not given) | -3

Next records
Each structure is followed by: beta cell repl, mIAP inh, hIAP block, hIAP activ, mIAP act, A3G deaminase, A3A deaminase, MPTP inh, ATG4B inh
Cc1ccc(Cl)cc1NC(=O)c1ccc(CSc2nnnn2C)cc1
 : -3, 4, 1, 0.99, 0.96, -5, 3, 1.0, -3
Cc1cccc(C(=O)N[C@H](C(=O)Nc2cccc(S(=O)(=O)N3CCCC3)c2)C(C)C)c1
 : -4, -19, -8, 1.1, 1.2, -3, -1, 3.1, -6
O=C(O)C1C2C=CC3(CN(CC(O)COc4ccccc4)C(=O)C13)O2 (stereo not given)
 : 0, -12, -13, 1.1, 1.1, -5, -2, -2.8, -4
O=C(NCCN1CCOCC1)c1ccc(Cl)c(S(=O)(=O)N2CCCCC2)c1
 : -3, -3, 8, 0.92, 1, 4, -1, 0.1, -7
Cn1c(Cn2c(=O)sc3ccccc32)nnc1SCc1ccccc1
 : -3, -5, 8, 0.92, 1, -11, -2, -1.8, -7
COc1ccc(NC(=O)c2ccc(NCCN3C(=O)CCC3=O)c([N+](=O)[O-])c2)cc1
 : -3, 0, 4, 0.96, 1, 3, 10, -0.2, -3
Cc1ccc(-c2cc(NC(=O)c3ccccc3[N+](=O)[O-])n[nH]2)cc1
 : 0, 6, 32, 0.69, 0.94, -10, 0, 0.7, 23
O=C(O)CCNC(=O)c1ccc(NC(=O)Cc2ccc(Cl)cc2)cc1
 : -4, 4, 4, 0.96, 0.96, -2, -1, -1.3, 9
CCCc1cc(C(=O)OC)c2ccccc2n1
 : -2, -6, 1, 0.99, 1.1, -4, -3, 4.5, -7
Cc1occc1C(=O)N/N=C/c1ccc(-c2ccccc2)cc1
 : 1, 0, 2, 0.98, 1, -5, -1, -0.6, -1
Cc1ccc(S(=O)(=O)N2CCC(C(=O)NC3CCCCC3C)CC2)cc1 (stereo not given)
 : -6, 1, -7, 1.1, 0.99, -4, 2, 0.9, -8
CCn1c(CSc2ncccn2)nnc1SCC(=O)N1CCc2ccccc21
 : -1, 6, -6, 1.1, 0.94, 4, 6, -0.3, 11
Clc1nnc(N/N=C/c2ccccc2)c2ccccc12
 : -4, 17, 16, 0.84, 0.83, -1, 1, 0.2, -11
CC1(CCc2ccccc2)NC(=O)N(CC(=O)N2CCCCCC2)C1=O (stereo not given)
 : 6, -2, 2, 0.98, 1, -3, 2, 0.5, -2
COCCCNC(=O)C1C2C=CC3(CN(Cc4ccc(C)cc4)C(=O)C13)O2 (stereo not given)
 : -2, -1, 3, 0.97, 1, -2, -2, 1.9, 4
Cc1ccc(C)c2[nH]c(=O)c(CN(CC3CCCO3)S(=O)(=O)c3ccc4c(c3)OCCO4)cc12 (stereo not given)
 : -3, -7, -18, 1.2, 1.1, -5, -2, -0.2, 0
CCOC(=O)c1ccc(NC(=O)CSCC(=O)OCC(=O)c2ccccc2)cc1
 : 0, 19, 13, 0.87, 0.81, 3, 1, -0.9, 6
N#CCCCSc1nnc(CSc2nc3ccccc3s2)n1-c1ccccc1
 : 3, 4, 0, 1, 0.96, -3, 0, -0.3, -4
CC(OC(=O)CNC(=O)c1ccc(Cl)cc1)C(=O)NC1CCCCC1C (stereo not given)
 : -3, 2, -4, 1, 0.98, -7, -4, 1.9, -2
CC1CN(c2ccc(Cl)cc2)c2nc3c(c(=O)[nH]c(=O)n3C)n2C1 (stereo not given)
 : -5, 0, 8, 0.92, 1, -6, 2, -0.2, -2

For convenience, 2 of the compounds above.
Each structure is followed by: beta cell repl, mIAP inh, hIAP block, hIAP activ, mIAP act, A3G deaminase, A3A deaminase, MPTP inh, ATG4B inh
O=C(O)CCNC(=O)c1ccc(NC(=O)Cc2ccc(Cl)cc2)cc1
 : -4, 4, 4, 0.96, 0.96, -2, -1, -1.3, 9
CCCc1cc(C(=O)OC)c2ccccc2n1
 : -2, -6, 1, 0.99, 1.1, -4, -3, 4.5, -7

Complete entries, quoted from the list. Order of values: beta cell repl, mIAP inh, hIAP block, hIAP activ, mIAP act, A3G deaminase, A3A deaminase, MPTP inh, ATG4B inh
Profile of CCCc1cc(C(=O)OC)c2ccccc2n1 : -2, -6, 1, 0.99, 1.1, -4, -3, 4.5, -7
Profile of O=C(Nc1ccc(N2CCOCC2)cc1)NC1CCCCC1 : -2, -5, -5, 1.1, 1.1, -8, -8, 0.9, 1

Going on with the list:
Each structure is followed by: beta cell repl, mIAP inh, hIAP block, hIAP activ, mIAP act, A3G deaminase, A3A deaminase, MPTP inh, ATG4B inh
COc1ccc([C@H]2C(C(=O)O)=C[C@@H](CC3CCCC3)N2S(=O)(=O)c2ccc(C)cc2)cc1OC
 : -3, 4, 7, 0.93, 0.96, -2, 0, 0.1, -4
COc1ccc(CSC2=CS(=O)(=O)c3ccccc3N2)cc1
 : -2, 1, 2, 0.98, 0.99, -16, 16, -3.9, 12
CCOC(=O)N1CCC(Nc2c(NCCN3CCN(Cc4ccccc4)CC3)c(=O)c2=O)CC1
 : -2, 2, 14, 0.86, 0.98, 1, 3, -1.0, -4
CC(=O)c1ccc(NC(=O)CN(C)CC(=O)Nc2cccc(F)c2)cc1
 : -4, -13, -7, 1.1, 1.1, 5, -1, -0.5, -3
COc1cccc(NC(=O)c2ccnc(N3CCC(C(=O)NCc4cc(OC)ccc4OC)CC3)c2)c1
 : -3, -12, 7, 0.93, 1.1, -1, -2, -0.5, 27
COc1ccc2[nH]c(=O)c(CN(C(C)=O)c3cccc(C)c3)cc2c1
 : 1, 0, 21, 0.79, 1, -5, -3, -0.3, -6
Cc1nc2nc(C)c(CCC(=O)N3CCc4ccccc43)c(C)n2n1
 : 1, 4, 6, 0.94, 0.96, -9, -5, -1.0, -9
N#Cc1ccc(C(c2nnnn2C2CCCC2)N2CCC(Cc3ccccc3)CC2)cc1 (stereo not given)
 : -3, -3, 1, 0.99, 1, -7, -4, 5.4, -2
COc1cccc(CNCCNC(=O)c2ccco2)c1OC
 : 0, 5, 2, 0.98, 0.95, 0, -2, 1.6, 4
CCC(=O)N1c2ccc(S(=O)(=O)CCC(=O)Nc3nccs3)cc2CC1C (stereo not given)
 : 0, -4, -3, 1, 1, -7, -5, -0.9, 2
COc1cc(OC)cc(C(=O)NCCCCc2ccccc2)c1
 : -1, -20, -6, 1.1, 1.2, -4, 1, 15, 5
Cc1ccc(NC(=O)CSc2nc3c(cc2C#N)C(=O)CCC3)cc1S(=O)(=O)N(C)C
 : 1, 9, 6, 0.94, 0.91, 0, 2, 2.8, 4
O=C(c1csc2c1CCCC2)N1CCN(c2cccc(C(F)(F)F)c2)CC1
 : -4, 2, -4, 1, 0.98, 4, -1, 2.9, 5
Cn1nnnc1CCOCCc1nnnn1C
 : -2, 3, 9, 0.91, 0.97, -9, -4, -3.0, -4
O=C(/C=C/NNC(=O)c1ccccc1)c1ccccc1
 : 2, -1, 18, 0.82, 1, 11, 0, -6.8, -16
CC1CN(C(=O)COC(=O)c2ccc3ncsc3c2)CC(C)O1 (stereo not given)
 : -3, -7, -10, 1.1, 1.1, -5, -2, 0.5, 3
CCCCn1c(=N)n(CC(=O)c2ccco2)c2ccccc21
 : 3, -7, 12, 0.88, 1.1, -7, 2, 0.4, -4
CS(=O)(=O)Cc1ccc(C(=O)NCC2(N3CCCCC3)CCCCC2)cc1
 : -2, 0, 2, 0.98, 1, -1, -1, -3.0, 6

4 entries drawn at random from those above, as already listed:
Each structure is followed by: beta cell repl, mIAP inh, hIAP block, hIAP activ, mIAP act, A3G deaminase, A3A deaminase, MPTP inh, ATG4B inh
Cn1nnnc1CCOCCc1nnnn1C
 : -2, 3, 9, 0.91, 0.97, -9, -4, -3.0, -4
CCOC(=O)N1CCC(Nc2c(NCCN3CCN(Cc4ccccc4)CC3)c(=O)c2=O)CC1
 : -2, 2, 14, 0.86, 0.98, 1, 3, -1.0, -4
N#Cc1ccc(C(c2nnnn2C2CCCC2)N2CCC(Cc3ccccc3)CC2)cc1 (stereo not given)
 : -3, -3, 1, 0.99, 1, -7, -4, 5.4, -2
COc1cc(OC)cc(C(=O)NCCCCc2ccccc2)c1
 : -1, -20, -6, 1.1, 1.2, -4, 1, 15, 5
